# Bioassay records: PubChem, several laboratories
# Fam108B inh = counter-screen for RBBP9 inhibitors: inhibitors of mouse Fam108B; recombinant Fam108B, FP-Rh probe fluorescence polarization; inhibition, % at 9.51 µM; 300,000 tested, 0.33% active;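 active means inhibition above the screen mean inhibition plus 3 SD, computed separately per campaign, cut at about 18% in these data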;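 further: inhibitors lower polarization as less probe binds the enzyme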
# MEX-5 binding = C. elegans MEX-5 TCR-2 RNA binding activity. Q9XUB2. MEX-5/FITC-TCR2 RNA binding, fluorescence polarization; stronger effect = lower value. activity score (negative = inhibition of binding), % at 10 µM. 300,000 tested, 0.38% active. AID 1832;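 active means inhibition past about -25% in most replicates, and total fluorescence under double the plate's negative control median, limit read from the data; inconclusive means replicates evenly split on the limit, or fluorescence at least double controls; inactive means too little inhibition in most replicates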;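 further: 0% = DMSO and -100% = 5 µM competing unlabeled TCR2 RNA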
# MCL1-BIM inh = inhibitors of human MCL1 binding to BIM-BH3 peptide. Q07820. GST-MCL1 / FITC-Bim-BH3 fluorescence polarization. inhibition, % at 10.9 µM. 320,000 tested, 0.68% active;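 active means inhibition above the mean inhibition of all tested compounds plus 3 SD, set per campaign, cut at about 40% in these data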;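 further: 0% = DMSO wells and 100% = unlabeled Bim-BH3 peptide control; higher means more loss of mP so more displacement of Bim peptide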
# Target sequence (Q07820 whole entry, looked up): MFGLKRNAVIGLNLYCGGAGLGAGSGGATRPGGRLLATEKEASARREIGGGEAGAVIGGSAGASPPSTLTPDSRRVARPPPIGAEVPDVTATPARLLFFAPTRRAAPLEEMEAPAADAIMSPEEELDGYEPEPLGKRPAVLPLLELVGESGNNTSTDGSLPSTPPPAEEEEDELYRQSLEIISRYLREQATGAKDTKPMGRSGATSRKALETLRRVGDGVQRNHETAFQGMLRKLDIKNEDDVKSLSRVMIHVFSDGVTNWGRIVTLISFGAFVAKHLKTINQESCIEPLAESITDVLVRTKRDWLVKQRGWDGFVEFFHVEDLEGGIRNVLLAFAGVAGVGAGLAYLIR
# GLD-1 TGE inh = GLD-1-TGE RNA interaction inhibition (C. elegans); purified GLD-1 + fluorescein TGE RNA, fluorescence polarization; inhibition, % at 5.96 µM; 320,000 tested, 0.44% active; AID 2280;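 active means percent inhibition above a per-plate cutoff, the plate mean of test compounds plus 3 SD, cut at about 30% in these data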;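 further: 0% = DMSO wells with GLD-1 and probe and 100% = wells lacking GLD-1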
# Target sequence (Q17339 whole entry, looked up): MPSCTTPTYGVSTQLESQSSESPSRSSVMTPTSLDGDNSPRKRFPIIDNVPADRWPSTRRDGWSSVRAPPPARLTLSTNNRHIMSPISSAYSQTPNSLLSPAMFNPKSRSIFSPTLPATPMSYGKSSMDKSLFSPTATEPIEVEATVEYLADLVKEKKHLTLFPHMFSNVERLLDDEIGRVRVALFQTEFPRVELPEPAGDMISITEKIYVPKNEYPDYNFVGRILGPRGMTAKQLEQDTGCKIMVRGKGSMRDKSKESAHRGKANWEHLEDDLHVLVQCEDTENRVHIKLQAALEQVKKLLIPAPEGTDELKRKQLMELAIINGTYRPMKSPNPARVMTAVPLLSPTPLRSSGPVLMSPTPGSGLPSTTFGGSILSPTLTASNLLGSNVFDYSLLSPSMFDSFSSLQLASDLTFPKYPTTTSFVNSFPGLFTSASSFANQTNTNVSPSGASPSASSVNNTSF
# Efflux pump inh = blocks antifungal efflux pumps in multiplex yeast assay; S. cerevisiae Candida pump triplex, Nile Red efflux; inhibition, % at 10 µM; 330,000 tested, 0.44% active; AID 485275;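 active means plate passing quality check with inhibition over a set limit, or well fluorescence over plate mean plus 4 SD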;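 further: Nile Red retained in pooled yeast measured as flow cytometry median fluorescence; 0% = buffer negative control and 100% = Enniatin B positive control; higher means more Nile Red kept so more efflux inhibition; some compounds called inactive have numbers as strong as hits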
# CR mimetic SO = caloric restriction mimetics inhibiting age-related superoxide in yeast | S. cerevisiae aged cells, superoxide DHE fluorescence; stronger effect = lower value | superoxide response (% of plate mean), % at 10 µM | 330,000 tested, 0.18% active | AID 2690;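 active means superoxide response under a set limit, about three screen SD below normal, cut at about 65% in these data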;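 further: yeast aged for seven days with compound at 30 °C before DHE staining; 100% = average MFI of all compound-treated wells on the plate with controls excluded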
# EBNA-1 inhibitor = blocks EBNA-1 binding to DNA; EBNA-1 DNA binding, fluorescence polarization; inhibition, % at 14.8 µM; 300,000 tested, 0.34% active; in the data active means inhibition above about 28%
# ZTA counter = counter-screen for EBNA-1 inhibitors: inhibitors of Epstein-Barr virus ZTA; P03206; 320,000 tested, 0.15% active; AID 2234; ZTA-DNA binding, fluorescence polarization; inhibition, % at 11 µM; in the data active means inhibition above about 33%
# Bcl-xL primary = Bcl-xL (human) inhibition; Q07817; GST-Bcl-xL / FITC-Bim BH3 peptide fluorescence polarization; inhibition, % at 10.9 µM; 320,000 tested, 0.7% active;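 active means inhibition above the mean of all tested compounds plus 3 SD, cutoff set per campaign, cut at about 30% in these data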;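 further: 0% = DMSO wells and 100% = unlabeled Bim-BH3 peptide competitor; inhibitors lower millipolarization by displacing the labeled peptide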
# Target sequence (Q07817 whole entry, looked up): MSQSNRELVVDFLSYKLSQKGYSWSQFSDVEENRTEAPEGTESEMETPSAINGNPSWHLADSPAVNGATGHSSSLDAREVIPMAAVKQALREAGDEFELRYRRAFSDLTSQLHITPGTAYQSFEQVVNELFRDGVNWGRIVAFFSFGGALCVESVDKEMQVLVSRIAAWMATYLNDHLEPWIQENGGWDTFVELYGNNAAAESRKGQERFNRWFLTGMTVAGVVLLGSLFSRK
# Starred values were filed as active, the others as inactive; ? = inconclusive; . = no result given.
SMILES,Fam108B inh,MEX-5 binding,MCL1-BIM inh,GLD-1 TGE inh,Efflux pump inh,CR mimetic SO,EBNA-1 inhibitor,ZTA counter,Bcl-xL primary
O=C(CCc1ccc(S(=O)(=O)NCc2ccccc2)cc1)NCC1CCCO1 (stereo not given),1,-2.0,10,4,-0.7,96,2,-3,4
Clc1ccc2nc(CN3CCCCCC3)cn2c1,0,-0.9,1,8,0.0,96,9,6,0
CCN(CC)P(=O)(Nc1cccc(C(F)(F)F)c1)c1ccc(N(C)C)cc1NC(=O)c1ccco1 (stereo not given),-1,-0.1,-1,4,0.1,100,3,25,5
C=CCNC(=O)N1C2=NC(C(=O)OC)=C(C(=O)OC)[C@@H]3N(Cc4ccccc4)c4ccccc4[C@]23C[C@H]1C(=O)OC,-2,0.6,7,3,-0.1,95,0,-19,4
COc1ccc2nc(-c3ccccc3)cc(C(=O)N3CCC3)c2c1,.,.,5,-2,0.0,80,.,-2,6
CC1CN(C(=O)c2ccc(-c3cccc(C(F)(F)F)c3)o2)CC(C)O1 (stereo not given),-1,-1.0,-6,2,0.0,95,-2,-4,1
Cn1c(=O)n(C)c2cc(NS(=O)(=O)c3ccc(Cl)s3)ccc21,4,-0.8,-5,-1,0.1,102,-4,0,4
CN1CCN(CCCNC(=O)c2ccc3c(c2)N(Cc2ccccc2)CCS3)CC1,0,-0.2,0,0,0.9,113,-2,0,-1
O=C(Cn1c(C(=O)NCCCN2CCOCC2)cc2sccc21)c1ccccc1,0,1.5,2,-1,0.1,101,-14,-17,-2
CCc1ccccc1NC(=O)CCCN1C(=O)C2CC=CCC2C1=O (stereo not given),-3,-0.9,-2,5,-0.1,126,6,-12,3
CCOc1cc(C(=S)N2CCCC2)ccc1OCC(=O)Nc1c(C)cc(C)cc1C,0,2.5,1,-3,-0.1,108,1,0,8
Fc1ccc(NC(=S)N2CCc3[nH]c4ccccc4c3C2)cc1,3,-2.2,4,5,-0.2,89,16,4,5
CCOC(=O)C1(Cc2cccc(Cl)c2)CCCN(C(=O)c2ccnn2C)C1 (stereo not given),2,0.9,5,6,-0.1,97,4,10,8
CCc1ccc(NC(=O)C2CCCN(S(=O)(=O)c3ccc4[nH]c(=O)ccc4c3)C2)cc1 (stereo not given),-11,2.8,4,-3,0.1,127,-19,1,-2
Cn1ccnc1C(OC(=O)c1ccccc1)C(F)(F)F (stereo not given),1,-0.8,-10,-8,0.1,101,-13,-16,1
Cc1nc2nc(SCC(=O)O)nn2c(C)c1Cc1c(F)cccc1Cl,0,-0.9,-3,2,0.0,134,14,13,3
COCCN1C(=O)c2oc3ccccc3c(=O)c2C1c1cccc(O)c1 (stereo not given),1,-1.6,1,4,0.1,100,6,1,5
Cc1cc2c(cc1S(=O)(=O)Nc1c(C)cccc1C)n(C)c(=O)c(=O)n2C,1,1.5,0,2,-0.1,102,-7,-5,-1
CCCc1[nH]nc2c1C(/C(C)=C/c1ccccc1)C(C#N)=C(N)O2 (stereo not given),-3,0.8,3,-2,0.2,91,8,3,5
CCN1CCC2(CC1)C(C#N)=C(N)Oc1c2sc2nc(C)cc(C)c12,-6,-3.1,1,-26,-0.1,92,4,5,8
CC(=O)N1C(=O)C(=C2C=C(C)OC(C)=C2)c2ccccc21,1,?,-2,-15,-0.2,90,2,0,7
CC(C)n1nccc1NS(=O)(=O)c1ccccc1,.,.,2,-3,-0.1,83,.,-4,3
Cc1cccc(NC(=O)NCCc2c[nH]c3ccccc23)c1,1,0.7,-4,-2,-0.2,96,2,2,-1
CCOc1cc(CNCCO)c(Cl)cc1OCC(=O)NCCc1ccccc1,-1,0.1,12,0,-0.1,97,4,-1,4
CC(C)(C)NC(=O)C(OC(=O)c1ccco1)c1ccc(Cl)cc1 (stereo not given),-3,0.4,-3,-4,0.0,110,14,22,1
COc1ccc(CCn2c(C(C)C)nc3c(c(=O)c4ccccc4n3C)c2=O)cc1,2,-1.2,-3,0,0.0,102,4,-5,8
COc1c(S(=O)(=O)N2CCN(c3ccc(F)cc3)CC2)ccc(Cl)c1Cl,-2,0.7,8,3,0.3,86,7,-3,4
COc1ccc(NC(=S)Nc2ccccc2F)c(OC)c1,-2,1.6,10,-6,0.1,94,-21,16,7
CC1(C)CC2CC(C)(CN2/C=C2/CCCCC2=O)C1 (stereo not given),-1,-2.9,14,15,0.0,99,-17,-24,17
CC(C)CCn1c(S(=O)(=O)O)nc2ccccc21,3,-2.3,9,-4,-0.2,98,-1,-5,5
CCCCn1c(SCC(N)=O)nc2ccc(N3CCOCC3)cc2c1=O,2,4.6,15,-4,0.0,109,5,-11,6
S=c1[nH]nc(NCCc2ccccc2)s1,1,-0.5,-4,-3,0.0,85,-1,1,5
CC(C)(C)c1cc(CCC(=O)NNC(=O)c2ccco2)cc(C(C)(C)C)c1O,0,-0.4,-2,-1,0.1,100,4,8,7
CSCC(=O)N1CCC(n2nccc2NC(=O)CCc2ccccc2)CC1,2,.,-4,2,0.0,97,-3,-5,-2
Cc1cc([N+](=O)[O-])ccc1NCc1ccc2ccccc2c1,-10,-2.1,-5,7,-0.1,96,12,14,-2
O=C(NCCN1CCOCC1)c1ccc2c(c1)N(Cc1c(F)cccc1Cl)C(=O)c1ccccc1S2,-1,1.0,-16,-3,0.1,109,1,4,-5
CCCCN(C(=O)c1[nH]c(C)c(C(=O)OCC)c1C)c1c(N)n(CCCC)c(=O)[nH]c1=O,-4,-1.7,-9,0,0.0,99,5,11,-6
COc1ccc(C(O)C(CC(=O)NCCCOC(C)C)C(=O)NCCCOC(C)C)cc1OC (stereo not given),1,1.0,3,1,0.2,114,3,-12,-1
COC(=O)Cc1n[nH]c(=O)c2ccccc12,-2,-5.1,-5,-7,0.1,127,-12,5,-3
O=C(CCN1C(=O)C2C3C=CC(C3)C2C1=O)Nc1ccc2ncccc2c1 (stereo not given),-3,0.7,4,-1,0.2,95,-9,-2,7

# Brought forward from above: two entries; new compounds follow.
SMILES,Fam108B inh,MEX-5 binding,MCL1-BIM inh,GLD-1 TGE inh,Efflux pump inh,CR mimetic SO,EBNA-1 inhibitor,ZTA counter,Bcl-xL primary
COC(=O)Cc1n[nH]c(=O)c2ccccc12,-2,-5.1,-5,-7,0.1,127,-12,5,-3
O=C(CCN1C(=O)C2C3C=CC(C3)C2C1=O)Nc1ccc2ncccc2c1 (stereo not given),-3,0.7,4,-1,0.2,95,-9,-2,7
COc1cc2c(C(=O)O)c(C)n(C)c2c2ccccc12,1,1.7,11,29,0.1,97,-3,10,18
CCCNC(=O)Nc1ccc(C(F)(F)F)cc1,-7,-0.4,10,5,-0.2,106,12,3,-2
O=c1c(Cc2c(F)cccc2Cl)c(O)ccn1CCc1ccccn1,4,-3.5,-6,-7,-0.2,95,-13,-16,3
Cc1ccc(CN2C(=NC(=O)CCC(=O)O)SC3CS(=O)(=O)CC32)cc1 (stereo not given),4,0.4,-2,1,0.1,99,-2,-8,6
CN(C(=O)CCN1C(=O)/C(=C/c2ccccc2)SC1=S)C1CCS(=O)(=O)C1 (stereo not given),-4,-1.2,-5,-10,0.0,90,-19,-6,-2
Cc1cc(Nc2ccc(C(C)C)cc2)n2ncnc2n1,0,1.3,11,4,0.1,104,-5,-20,2
CCCCn1cnc(C(=O)OCC)c1N,3,1.1,2,-3,-0.1,105,1,2,2
COc1ccc(N(CC(=O)N/N=C/c2ccco2)S(=O)(=O)c2ccccc2)cc1,-3,-0.4,15,-1,-0.1,91,-1,8,6
CCC(Sc1nccn1C)C(=O)Nc1cccc2ccccc12 (stereo not given),6,-7.5,-1,5,0.1,103,2,3,1
COC(=O)c1ccc(NC(=O)CSc2ccccn2)cc1,-1,-1.1,-8,9,0.0,98,9,20,-5
Cn1nc(C(F)(F)F)c(C(=O)Nc2ccc(F)cc2F)c1Sc1cccc(Cl)c1,-5,-1.4,5,10,0.1,95,-9,-11,-1
Cn1c(N)c(C(=O)COC(=O)CCC2CCCC2)c(=O)n(C)c1=O,-1,-2.5,-12,-1,0.1,116,-11,-1,-4
COCCCNC(=S)NNC(=O)c1ccccn1,2,-15,0,10,0.1,100,-9,-16,0
CCOc1ccc(NC(=S)N2CCN(S(=O)(=O)c3ccc(C)cc3)CC2)cc1,3,0.1,7,-1,0.0,96,1,-4,-2
CC(C)N1CCc2c(sc(NC(=O)c3ccc(S(=O)(=O)N4CCOCC4)cc3)c2C(N)=O)C1,-1,2.5,-1,-6,-0.1,82,2,12,-3
CC(=O)c1ccc(NC(=S)NC(=O)Cc2ccc(Cl)cc2)cc1,0,-1.6,-1,5,-0.1,100,31*,4,-1
O=C(O)CCSSCCC(=O)O,.,.,-6,1,-0.1,107,.,-5,3
COc1cc(/C=C(/C(=O)c2cccs2)c2nc3ccccc3[nH]2)cc(OC)c1O,3,9.8,9,-1,0.5,100,-6,-19,9
CC(C)C[C@H](NC(=O)[C@H](Cc1ccccc1)n1c(=O)[nH]c2ccccc2c1=O)C(=O)N1CCC[C@@H]1C(=O)O,3,2.1,2,0,0.4,110,-16,0,0
CC1CN(S(=O)(=O)c2cccc(C(=O)Nc3ccccc3N3CCCCC3)c2)CC(C)O1 (stereo not given),-2,0.2,-2,-7,0.2,90,-9,-2,0
CCOc1ccc(NC(=O)c2ccc(-n3cccn3)nc2)cc1,2,-1.1,-7,1,0.5,95,7,-6,-3
COc1ccc(-c2csc(C3=C(O)CN(C(C)C)C3=N)n2)cc1OC,1,1.3,4,-3,0.0,102,3,9,15
Cc1ccc(NC(=O)NNC(=O)c2cccs2)cc1,-1,-0.6,5,5,0.2,96,-1,7,0
Cc1onc(-c2ccccc2)c1C(=O)N1CCCc2ccccc21,2,-0.6,-3,-3,0.1,100,-7,-24,0
CCN(CC)S(=O)(=O)N1CCC(C(=O)NC2CCCC2)CC1,8,-0.6,6,0,-1.0,64*,5,-16,8
CC(Oc1ccc2oc3ccccc3c2c1)C(=O)NC12CC3CC(CC(C3)C1)C2 (stereo not given),-7,-3.4,4,3,0.1,93,4,8,7
Cc1ccc(CNCc2cccnc2)s1,5,0.4,5,3,-0.1,107,-4,1,5
CN1CCN(NC(=O)c2cccc3ccccc23)CC1,0,2.3,8,9,0.1,96,4,7,9
CN1C(=O)C(C)(C)c2cc(S(=O)(=O)NCC3CCC(C(=O)NC4CCCCC4)CC3)ccc21 (stereo not given),1,-1.1,-3,2,-0.1,87,2,-1,5
CCCOc1ccc(N2C(=O)CC(N(CCc3ccc(OC)c(OC)c3)C(=O)c3ccccc3)C2=O)cc1 (stereo not given),1,2.6,-5,1,0.1,115,2,-5,-2
Cc1ccc(C(C(=O)NC(C)(C)C)N(Cc2cccs2)C(=O)c2csnn2)cc1 (stereo not given),-3,2.8,10,1,0.0,103,7,8,11
COc1ccc(CNC(=O)Nc2ccc(OC)cc2)cc1,-1,-1.2,2,-1,0.0,86,3,4,1
O=C(Nc1ccccc1F)Nc1ccc([N+](=O)[O-])cc1Cl,-1,-0.2,6,12,0.2,119,-2,8,-2
O=C(CCNC(=O)C1CCN(S(=O)(=O)c2ccccc2)CC1)NCc1ccc(Cl)c(Cl)c1,3,-0.6,6,-5,0.0,95,-10,-2,12
COCCNC(C(=O)Nc1ccc(C)cc1[N+](=O)[O-])c1ccccc1 (stereo not given),-3,-2.7,5,-9,0.2,107,-5,0,8
CC(=O)c1c(C)[nH]c(C(=O)OCC(=O)Nc2cc(S(=O)(=O)N3CCCCC3)ccc2C)c1C,2,-0.7,-14,2,0.0,110,-1,1,1

# The order is random (roughly 2.3% active in at least one column).
